Compound activity as filed in PubChem BioAssay.
Shn3 inh set2: reduction of Shn3 3'UTR firefly luciferase signal, primary screen, Schnurri-3 inhibitor project, cell-based, Clone20 osteoblasts, set 2 | Clone20 osteoblast Shn3 3'UTR firefly luciferase, 24 h | inhibition, % at 12.5 µM | hit rate 0.52% among 360,000;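 active means mean inhibition of at least 75% with every replicate also reaching 75%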;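 further: 0% = median of neutral control wells and 100% = pilot-screen positive control compound; some compounds past the cut are filed as inactive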
Vif inh: HIV Vif self-association inhibitors, primary screen, imaging, HEK293T, single point. HEK293T cells, Vif self-association by quenched fluorescence, 24 h. inhibition, % at 7.49 µM. hit rate 0.35% among 340,000; in the data active means inhibition above about 50%, passing the limit was not always enough; further: some results filed as inactive read as strong as hits
PDI inh: inhibitors of human PDI, primary screen, biochemical, turbidity, single point, plate reader. AID 588391, 2011. hit rate 0.052% among 350,000. inhibition, % at 10 µM. Protein disulfide-isomerase (Homo sapiens), P07237. PDI insulin aggregation turbidity, A650, 90 min;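 active means mean inhibition across replicates of 30% or more, whatever share of single replicates reach that level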;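 further: absorbance from insulin aggregation driven by PDI reduction with DTT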
Target sequence (P07237 whole entry, looked up): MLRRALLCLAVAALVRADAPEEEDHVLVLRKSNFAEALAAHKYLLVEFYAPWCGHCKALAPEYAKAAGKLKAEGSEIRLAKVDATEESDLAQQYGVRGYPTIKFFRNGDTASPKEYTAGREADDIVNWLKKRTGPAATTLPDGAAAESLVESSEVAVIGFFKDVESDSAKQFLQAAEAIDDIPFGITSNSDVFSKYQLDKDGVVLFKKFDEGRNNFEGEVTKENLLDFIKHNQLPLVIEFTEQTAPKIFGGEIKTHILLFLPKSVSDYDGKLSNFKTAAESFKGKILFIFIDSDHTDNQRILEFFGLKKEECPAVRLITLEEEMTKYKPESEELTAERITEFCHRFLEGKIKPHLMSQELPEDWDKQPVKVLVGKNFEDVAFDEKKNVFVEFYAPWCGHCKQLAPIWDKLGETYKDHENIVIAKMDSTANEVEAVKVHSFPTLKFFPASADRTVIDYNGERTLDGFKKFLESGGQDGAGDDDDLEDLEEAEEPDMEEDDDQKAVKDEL
NR2E3 ag-1: inhibitors of NR2E3-RetCOR corepressor binding, primary screen, NR2E3 agonist project, biochemical, TR-FRET, GST-NR2E3, biotin-RetCOR; AID 2300, 2010; hit rate 0.12% among 320,000; 1536-well; Photoreceptor-specific nuclear receptor (Homo sapiens), Q9Y5X4; inhibition of corepressor binding, % at 4.78 µM;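 active means percent inhibition above the cutoff of mean plus 3 SD of all tested compounds, set per screening campaign, cut at about 20% in these data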;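 further: 0% = DMSO wells and 100% = biotin wells as full block of FRET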
Target sequence (Q9Y5X4 whole entry, looked up): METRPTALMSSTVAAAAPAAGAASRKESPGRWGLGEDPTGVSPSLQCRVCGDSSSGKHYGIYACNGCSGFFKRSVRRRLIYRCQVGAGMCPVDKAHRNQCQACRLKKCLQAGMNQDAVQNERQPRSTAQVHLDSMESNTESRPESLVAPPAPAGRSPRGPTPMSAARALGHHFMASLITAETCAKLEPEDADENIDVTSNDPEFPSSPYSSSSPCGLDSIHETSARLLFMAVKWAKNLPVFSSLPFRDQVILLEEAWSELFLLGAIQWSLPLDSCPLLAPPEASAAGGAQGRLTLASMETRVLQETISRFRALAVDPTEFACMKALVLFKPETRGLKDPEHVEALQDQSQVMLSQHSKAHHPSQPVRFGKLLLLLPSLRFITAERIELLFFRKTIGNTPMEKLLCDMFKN
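Test system – NR2E3–RetCOR corepressor complex · Quantity – NR2E3 fusion 1.35 nM · Buffer or medium – Tris pH 7.5 · Incubation – Compound–protein incubation for 5 h at 4 °C · Technique – TR-FRET, Eu(K)-anti-GST donor, streptavidin-D2 acceptor, ex 340, em 617/671 nm · Evaluation – percent inhibition of 671/617 nm emission ratio versus biotin and DMSO controls · Plate – 1536-well format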
NR2E3 ag-2: NR2E3 agonists in two-hybrid cells, primary screen, cell-based, luminescence, CHO-S, Gal4-NCOR/VP16-NR2E3; hit rate 0.35% among 360,000; luciferase; inhibition of corepressor binding, % at 3.98 µM; AID 602229, 2012; Photoreceptor-specific nuclear receptor (Homo sapiens), Q9Y5X4;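 active means inhibition above the mean of all tested compounds plus 3 SD, cut at about 70% in these data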;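 further: 0% = DMSO with NR2E3 transfected cells and 100% = cells lacking NR2E3 construct; higher means lower luciferase signal from less NR2E3 corepressor binding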
CaV13 ICDI inh: Disruptors of the CACNA1D IQ motif to Ca2+-dependent inactivation inhibitor domain association, primary screening, Förster resonance energy transfer in intact living … | hit rate 0.098% among 340,000 | inhibition, % at 12.3 µM | AID 743397 | HEK cells, CFP/YFP FRET ICDI-IQ, plate reader, 10 min; percent FRET-ratio fall versus neutral wells;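 active means mean replicate inhibition of at least 30% and at least 1% of replicates passing that level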;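 further: 0% = median of the neutral control wells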
Peg3 prom inh: Peg3 promoter-driven luciferase inhibitors, primary screen, cell-based, HeLa, luciferase luminescence | HeLa PEG-Prom luciferase reporter, overnight | inhibition, % at 20 µM | hit rate 1.7% among 360,000;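 active means inhibition of at least 50% at 20 µM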
CF NFkB inh: inhibitors of PAF-induced NF-kB signaling, primary screen, cell-based, GFP fluorescence, uHTS; KKLEB NF-kB-GFP reporter, GFP fluorescence overnight; inhibition, % at 5 µM; hit rate 0.86% among 360,000; AID 588850, 2011;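 active means at least 50% inhibition at 5 µM, scaled per plate between neutral and stimulator controls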;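 further: PAF is a Pseudomonas aeruginosa culture filtrate used as stimulus; plate controls were PAF-stimulated DMSO wells for no effect and unstimulated DMSO wells for full effect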
HIF-2a block: HIF-2a reporter inhibitors, primary screen, luminescence, 786-0 RCC cells. hit rate 0.72% among 360,000. AID 624352, 2012. 786-0 RCC cells HIF-2a reporter, luciferase luminescence, overnight. inhibition, % at 18.8 µM;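 active means inhibition of the luminescence signal of 40% or more relative to plate controls, in a single-dose primary screen at 18.75 µM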
KKLEB cytotox: cytotoxicity in KKLEB CF airway cells, primary screen, cytotoxicity control for CF NF-kB inhibitor project, cell-based, uHTS, fluorescence assay plates; hit rate 0.36% among 360,000; activity change (cytotoxicity), % at 5 µM; KKLEB CF airway cells viability, ATPlite luminescence, overnight; active compounds read low; cells stimulated with P. aeruginosa culture filtrate;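 active means corrected activity change at or below -50% at 5 µM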
TRPM1 prom inh: inhibitors of MITF-dependent TRPM1 promoter reporter, primary screen, cell-based, SK-MEL-5, single point, luciferase; hit rate 0.83% among 330,000; SK-MEL-5 TRPM1 promoter luciferase, 24 h; inhibition, % at 12.5 µM;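 active means mean inhibition across replicates of 60% or more, whatever share of single replicates reaches that level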; further: values of inactives mirror those of a sister screen read the other way
* hit, by the source's call; x = no result given; & = joins results of further samples.

SMILES	Shn3 inh set2	Vif inh	PDI inh	NR2E3 ag-1	NR2E3 ag-2	CaV13 ICDI inh	Peg3 prom inh	CF NFkB inh	HIF-2a block	KKLEB cytotox	TRPM1 prom inh
O=[N+]([O-])c1cc(C(F)(F)F)ccc1NC1CCN(Cc2ccccc2)CC1	11	x	-42	-1	11	-2	28	9	22	-18	6
C/C=C/C(=O)OCC(=O)Nc1cccc(F)c1	-16	-8	0	-3	-12	-20	21	18	10	0	15
O=C(Nc1ccon1)c1ccc(Br)o1	-17	9	14	-2	-28	-4	0	-28	-16	-12	0
NS(=O)(=O)c1cccc(NC(=O)CCS(=O)(=O)c2ccc(Cl)cc2)c1	7	2	1	-3	16	-17	1	-30	13	25	42
Nc1ccc(N2CCN(c3ccc(Cl)c(Cl)c3)CC2)cc1	21	2	-6	1	-2	-4	-13	10	-33	4	-12
COc1ccc(NC(=O)C2CCCN(S(=O)(=O)c3ccc4[nH]c(=O)ccc4c3)C2)cc1 (configuration not stated)	-2	24	x	-1	-11	-2	-1	7	4	-1	0
CCCCc1ccc(-c2csc(/C(C#N)=C\c3ccc(C)o3)n2)cc1	1	-4	-5	5	-37	-7	-18	-4	-45	-6	6
Cc1cc(C)cc(N(C(=O)c2cccs2)C2C=CS(=O)(=O)C2)c1 (configuration not stated)	3	1	1	4	19	-6	27	-6	24	-2	2
O=CN1CCCN(Cc2nc(-c3cccc(Cl)c3)no2)CC1	-27	-3	-8	-1	-33	-20	-45	7	-51	4	-24
COc1ccccc1NC(=O)Nc1ccc(N2CCOCC2)cc1	-105	-1	1	-4	-42	0	-171	-13	-197	1	-61
Cc1ccn2cc(CNS(=O)(=O)c3ccc4ccccc4c3)nc2c1	-3	-4	-7	2	4	-2	2	-53	-2	12	-2
Nc1cc(Nc2ccc(Br)cc2)nc(N)n1	-10	-1	1	0	-15	-2	-201	14	-199	2	-67
O=C(CCc1nnc(CCCc2ccccc2)o1)NCCc1ccccc1	-34	7	4	-6	-33	7	-54	-7	-86	-11	-10
CN1CCN(C(=O)c2ccccc2NC(=O)c2ccccc2Br)CC1	-9	-1	5	-1	6	-5	17	-14	11	5	14
COc1ccc(C(=O)Nc2ccc3c(c2)nc(CN2CCCC2)n3C)cc1	-4	14	0	-3	-9	-2	-55	6	-53	-3	-10
C[C@@H]1CN([C@H](C)CO)C(=O)CCCn2nncc2CO[C@H]1CN(C)Cc1cccnc1	-18	x	-1	x	-40	-6	-7	-9	-2	-7	x
CC(C)OP(=O)(OC(C)C)C(Nc1ccccc1)c1ccccc1C(F)(F)F (configuration not stated)	-2	-11	19	2	6	-3	19	26	10	-6	-5
Cc1ccc(-n2nnnc2SCC(=O)NCC2(N3CCOCC3)CCCCC2)cc1	-4	0	0	x	21	-7	18	-16	11	10	7
O=C(CSc1nnnn1C1CCCC1)Nc1ccccc1F	-13	9	3	5	16	-2	-32	10	-19	8	-14
Cc1ccc(N(C)C(=O)n2cnc3ccccc32)cc1	35	19	0	-2	1	-5	0	-2	-15	-2	-5
COc1ccc(OC)c(NC(=S)N(CCc2c(C)[nH]c3ccccc23)Cc2cccs2)c1	49	0	-17	3	-5	-6	16	8	20	5	9
CCCCOC(=O)C(C#N)c1nc2ccccc2nc1N1CCN(Cc2ccc3c(c2)OCO3)CC1 (configuration not stated)	21	6	0	1	10	-3	14	8	17	-17	-3
COc1ccccc1-c1sc2cc3c(cc2c1C#Cc1cncn1C)OCO3	-28	4	-1	x	24	-10	29	-15	11	-3	0
O=C(CCn1nnc2ccccc21)N1CCN(c2ccccc2)CC1	-15	3	-3	-2	-54	x	-105	2	-114	-1	-45
COc1ccc(OCC(=O)N2CCN(C(=O)COc3ccc(Br)cc3)CC2)cc1	-6	-14	0	-1	-14	-6	20	-24	14	11	2
c1csc(Cn2c(-c3cccs3)nc3ccccc32)c1	9	-17	-4	1	-7	-6	-17	-13	-61	-12	-16
O=C(COC(=O)c1ccco1)NCC1CCCO1 (configuration not stated)	4	-1	3	-3	-10	-4	3	-13	11	-3	-5
COc1cc([C@H]2OC[C@H]3[C@@H]2CO[C@@H]3c2ccc(O[C@H]3O[C@H](CO)[C@@H](O)[C@H](O)[C@H]3O)c(OC)c2)ccc1O[C@@H]1O[C@H](CO)[C@@H](O)[C@H](O)[C@H]1O	-22	4	-4	x	-5	-10	-8	-18	10	9	-7
Cc1cccc(CCNC(=O)C2CCCN(c3ncnc4c3nc3n4CCCCC3)C2)c1 (configuration not stated)	-9	-1	3	-3	-14	-15	10	9	10	-2	-10
COc1ccc(-c2coc(CCC(=O)N3CCN(c4cc(C)ccc4C)CC3)n2)cc1	9	-12	-8	x	-14	-8	-6	17	-6	-8	3
Cc1onc(-c2ccccc2)c1C(=O)NC(C)C1CCCO1 (configuration not stated)	0	1	5	6	-11	-9	-2	-4	-2	2	-6
C=CCN1C(=O)CN=C1Nc1cc(C)cc(C)c1	-25	6	-2	3	-32	-2	2	-5	8	3	-1
Cc1ccc(C(=O)N2CCN(c3ccc([N+](=O)[O-])cc3-n3cccc3)CC2)cc1	11	-3	12	4	-5	-5	30	-10	21	5	-11
COc1cccc(-c2csc3nnc(SCC(=O)c4ccc(NC(C)=O)cc4)n23)c1	19	-5	9	-227	-42	-8	0	-5	11	1	6
CC12CC3(C)CC(C)(C1)CC(C(N)=O)(C2)C3	-1	-5	0	-7	10	0	15	-4	14	9	-1
O=C(c1ccc(F)cc1)c1ccc(N2CCCCC2)cc1	-111	0	5	5	-164	-21	-343	19	-234	-17	-95
CCOC(=O)Nc1nc(-c2ccc(F)cc2F)cs1	-30	-2	5	5	-79	-19	-225	-14	-291	9	-24
COc1ccc(/C=C2\SC(=S)N(CCCC(=O)NC3CCCC3)C2=O)cc1OC	26	4	-11	0	-26	-3	33	-10	24	-14	38
Cc1cc(C)cc(CC(=O)N2CCC2(C)C(=O)NS(=O)(=O)c2ccc(Cl)s2)c1 (configuration not stated)	-3	5	3	x	5	-5	-2	-12	-2	-9	x
O=C(CCc1nc(-c2ccccn2)no1)NCc1ccc2c(c1)OCO2	-2	-1	4	5	11	-5	-9	7	11	2	5
CCCCNC(c1ccccc1)c1ccncc1 (configuration not stated)	20	8	-2	1	-14	-6	4	6	-3	0	6
Cc1ccc(N(C(=O)CCC(=O)Nc2nccs2)C(C(=O)NC(C)(C)C)c2ccc(O)cc2)cc1 (configuration not stated)	6	-4	-2	1	3	-6	12	-1	14	-8	2
CN(C)C(=O)CN(c1ccc2c(c1)OCO2)S(C)(=O)=O	9	28	-8	2	6	-9	20	3	14	5	4
Cc1nn(C2CCS(=O)(=O)C2)c(C)c1CN(C)C(=O)c1ccccc1 (configuration not stated)	-16	27	-8	1	8	-3	8	-5	13	0	1
C=CCNc1nc(-c2cccs2)c(CC(=O)O)s1	-8	-3	-14	-3	-22	-3	-3	-18	-10	11	-3
COc1ccc(/C=C2\CCn3c2nc2cc(C(=O)O)ccc2c3=O)cc1O	-30	-7	-18	-6	-15	-8	6	-4	23	12	7
Cn1c2c(c(=O)n(C)c1=O)C(c1ccccc1Cl)CC(=O)N2 (configuration not stated)	8	x	-10	-2	4	-5	19	2	13	1	3
CC(C)OCCCn1c(=N)c(S(=O)(=O)c2ccccc2)cc2c(=O)n3ccccc3nc21	21	22	-3	0	15	22	26	6	2	-4	-9
COc1ccc(C2/C=C\CN(S(=O)(=O)c3cccs3)CC(=O)N2Cc2ccc(F)cc2)cc1 (configuration not stated)	1	11	1	-1	-7	-9	8	1	3	1	-8
Cc1ccc(NC(=O)[C@@H](C)NC(=O)[C@@H]2Cc3ccccc3CN2)cc1	-18	-4	3	-1	-40	-7	-41	0	-51	3	-18
c1ccc(-c2nc3cc4ccccc4cc3[nH]2)nc1	17	-10	-2	-3	-64	-4	-47	-26	-8	-46	27
CCN(CC)C(=O)CSc1nc(O)c(Cc2ccccc2)c(=O)n1-c1ccccc1	3	28	-4	0	1	-4	2	-8	14	13	-4
COc1ccc(C(CNC(=O)COc2ccccc2-c2ccccc2)N2CCOCC2)cc1 (configuration not stated)	-2	-6	-2	0	13	4	11	8	10	4	6
Cc1nnc(N(C)C(=O)c2ccccn2)s1	-8	x	9	4	20	x	1	-1	8	0	-2
CC[C@]12c3[nH]c4ccc(OC)cc4c3CCN1C(=O)C(CC(=O)NCCCn1ccnc1)C[C@@H]2C(=O)N1CCN(C(=O)c2ccco2)CC1 (some centres not stated)	-2	3	9	x	-14	-6	-7	-33	0	0	-2
Nc1c(S(=O)(=O)O)cc(NC(=O)c2ccccc2)c2c1C(=O)c1ccccc1C2=O	23	-16	8	-11	-7	x	-4	-32	4	12	22
C=CCc1cc(OC)ccc1OCC(O)CN1CCN(c2ccc(OC)cc2)CC1 (configuration not stated)	15&14	-13&-5	-3&-3	-2&4	-9&-91	-4&-4	21&9	22&0	10&9	-6&-5	-6&6
CCc1cc(=O)[nH]c(SCC(=O)Nc2cc(C)on2)n1	-4	-10	0	3	-1	-6	13	-18	15	17	1
Cc1c(C(=O)NC(=S)NCc2cccnc2)oc2ccccc12	-4	7	-1	-5	26	-2	-28	4	-91	-4	-20
Cc1ccc(C(O)c2ncc(-c3ccccc3Cl)[nH]2)cc1F (configuration not stated)	13	x	0	x	-26	-7	8	6	-43	-7	x
CCc1nnc(NC(=O)c2ccc(S(=O)(=O)N(CC)Cc3ccccc3)cc2)o1	47	-15	-6	2	34	-4	44	10	25	-1	11

Exported as labelled records: two of the compounds above
> Cc1ccc(NC(=O)[C@@H](C)NC(=O)[C@@H]2Cc3ccccc3CN2)cc1
  Shn3 inh set2: -18
  Vif inh: -4
  PDI inh: 3
  NR2E3 ag-1: -1
  NR2E3 ag-2: -40
  CaV13 ICDI inh: -7
  Peg3 prom inh: -41
  CF NFkB inh: 0
  HIF-2a block: -51
  KKLEB cytotox: 3
  TRPM1 prom inh: -18
> c1ccc(-c2nc3cc4ccccc4cc3[nH]2)nc1
  Shn3 inh set2: 17
  Vif inh: -10
  PDI inh: -2
  NR2E3 ag-1: -3
  NR2E3 ag-2: -64
  CaV13 ICDI inh: -4
  Peg3 prom inh: -47
  CF NFkB inh: -26
  HIF-2a block: -8
  KKLEB cytotox: -46
  TRPM1 prom inh: 27
